Pf apPOL inh = Pf-apPOL DNA polymerase inhibition | Recombinant Pf-apPOL, molecular beacon fluorescence, 1.5 h | inhibition, % at 10 µM | actives 0.25% (n = 210,000) | AID 1794808
mHTT-CaM PPI inh = inhibitors of human mutant huntingtin-calmodulin interaction. AID 1671202. actives 3.6% (n = 190,000). AlphaScreen His-mHTT/GST-CaM binding, luminescence. inhibition, % at 15 µM. P42858;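 further: 0% = both proteins with DMSO and 100% = one protein alone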
Active calls of the source: *; . = no result given; & = joins results of further samples. No stated cut-off is given here; in the data, active means inhibition above about 50%; inactive means the rest.

entry	Structure	mHTT-CaM PPI inh	Pf apPOL inh
1	Nc1c(Nc2ccccc2C(=O)O)c2ccccc2oc1=O	20	-2
2	CCc1ccccc1NS(=O)(=O)c1cc(Br)ccc1OC	-10	1
3	CC(C)(C)N(CCC#N)C(=O)N1CCNC1=O	-5	.
4	COc1ccc2nc(SCC(=O)c3ccc(Cl)cc3)[nH]c2c1	6&-2	-27&-4
5	CCC(=NCCc1ccc(OC)c(OC)c1)C1=C(O)CC(C)(C)CC1=O	-6	3
6	O=C(N1CCc2ccccc2C1)C1(c2ccccc2)CCOCC1	-13	-4
7	CC1CCN(C(=O)c2ccc(OCC3CCN(C(=O)C4CCC4)CC3)cc2)CC1	-9	-2
8	COc1ccc(NC(=O)c2cc3nc(-c4cccs4)cc(C(F)(F)F)n3n2)cc1OC	15	2
9	COc1ccc(C(C)NC(=O)c2cn3cc(Cl)ccc3n2)cc1 (stereo not drawn)	2	-4
10	O=C(Nc1ccc2oc(-c3ccncc3)nc2c1)c1cccnc1	0&1	1&-5
11	COc1ccc(Cl)cc1N(CC(=O)Nc1ccc(C(N)=O)cc1)S(=O)(=O)c1ccccc1	26	-3
12	CCOC(=O)C1CCCN(C(=O)CCc2c(C)nn(-c3nc(C)cc(=O)[nH]3)c2C)C1 (stereo not drawn)	-19	-16
13	CCCn1cc2c3c(cccc31)CN(C(=O)c1cccc(F)c1)CC2	66*	0
14	CCOc1ccccc1NC(=O)c1ccc(F)c(S(=O)(=O)N2CCOCC2)c1	8	1
15	CCNC(=O)C(C1CCCC1)N1CCN(C(=O)c2ccccc2)CC1 (stereo not drawn)	3	1
16	O=c1c2c(ncn2Cc2cccc(F)c2)n(-c2ccccc2)c(=O)n1CC1CC1	21	-3
17	O=C(c1ccc(F)cc1)N(C(=O)c1ccc(F)cc1)C1=NCCS1	33	2
18	CC(=O)c1ccc2c(c1)OCCOCCOc1cc(C(C)=O)ccc1OCCOCCO2	0	-2
19	O=C(NCc1ccc(Cl)c(Cl)c1)c1ccncc1	0	-1
20	O=c1cc(-c2ccc(F)cc2)ncn1CCNS(=O)(=O)c1ccc2c(c1)OCCO2	-1	1
21	COc1ccc(N2C(=O)CSC2c2ccc(F)cc2)cc1Cl (stereo not drawn)	1	-2
22	CC(C)(C)c1ccc(S(=O)(=O)NCc2ccc(C(=O)N3CCCC3)cc2)cc1	-13	-8
23	Cc1cccc(-c2nc(C3CCN(S(=O)(=O)c4ccccc4F)CC3)no2)c1	-3	-2
24	CC(Cn1nc(-c2ccco2)ccc1=O)C(=O)NCCc1ccc(S(N)(=O)=O)cc1 (stereo not drawn)	-10	-8
25	Cc1ccc(N2CCC(NC(=O)Nc3ccc(C)cc3C)C2=O)cc1 (stereo not drawn)	-4	3
26	CSc1nc2ccc(N=Cc3ccc(Sc4nnnn4-c4ccccc4)o3)cc2s1	5	.
27	CS(=O)(=O)N(CC(=O)Nc1ccc(C(N)=O)cc1)c1ccc(Oc2ccccc2)cc1	21	9
28	CC(C)Cn1c(=O)c2c(ncn2C(C)C)n(-c2ccc(C(C)C)cc2)c1=O	-3	-4
29	Cc1ccc(NC(=O)N2CCCC(CC(=O)N3CCN(c4cc(C)ccc4C)CC3)C2)cc1 (stereo not drawn)	37	-3
30	O=C1c2ccccc2C(=O)N1c1nnc(Sc2ccc([N+](=O)[O-])c3cccnc23)s1	6	-26
31	CC[C@H](NC(=O)c1c(C)c(-c2ccccc2)nc2ccccc12)c1ccccc1	.	-8
32	CCn1c(C)c(CN2CCC(C(=O)NCc3ccc(OC)cc3)CC2)c2ccccc21	13	0
33	Cc1c(C)c2ccc(OCc3ccccc3F)cc2oc1=O	-2	3
34	O=C(NCc1csc(C2CCCN(C(=O)Cc3cccs3)C2)n1)C1CCC1 (stereo not drawn)	8	-4
35	CCOc1ccccc1NS(=O)(=O)c1ccc2c(c1)CC(C)N2C(C)=O (stereo not drawn)	4	-2
36	CNC(=O)NC(=S)NC(=O)c1ccc(C)cc1	.	-5
37	COC(=O)COc1ccc2c(c1)OC(=Cc1cccc([N+](=O)[O-])c1)C2=O	1	-10
38	COc1ccc([N+](=O)[O-])cc1NC(=O)c1cc(OC)c(OC)c(OC)c1Br	5	-5
39	CCN(CC)C(=O)CCS(=O)(=O)c1cc(Br)cc2c1N(C(C)=O)CC2	1	-8
40	CC(C)c1noc(COC2CCN(C(=O)Cn3ccnc3)CC2)n1	2	-1
41	CCCc1ccc(C(=O)NCC(C)(O)CSC)cc1 (stereo not drawn)	3	-12
42	COc1ccc(C(=O)Nc2ccccc2[N+](=O)[O-])cc1	12	-2
43	C=CCOc1ccccc1/C=c1\sc2nc(-c3ccc(OC)cc3)nn2c1=O	2	8
44	COc1ccc(S(=O)(=O)Nc2ccc(Cl)cn2)cc1OC	1	-3
45	O=C(Nc1ccccc1C(F)(F)F)N1CCc2nc(-c3ccc(F)cc3)ncc2C1	4	2
46	O=C(c1ccc(Cl)s1)N1CCN(CC(O)c2cccs2)CC1 (stereo not drawn)	-11	-5
47	COc1ccc(OC)c2[nH]c(=O)c(CCNC(=O)c3ccc(Cl)cc3)cc12	26	-4
48	O=[N+]([O-])c1cc(F)c(N2CCCC2)cc1N1CCCCCC1	79*	-4
49	Cc1nc(NCCc2ccc3c(c2)OCCO3)c2c3c(sc2n1)CCCC3	18	5
50	COc1cc2c(cc1OC)C1(Nc3c-2c(C)nn3-c2ccccc2)C(=O)Nc2ccccc21 (stereo not drawn)	42	-8

Remaining list, next part:
entry	Structure	mHTT-CaM PPI inh	Pf apPOL inh
51	Cc1nc(C)c(-c2nnc(NC(=O)c3cnn(-c4ccccc4)n3)o2)s1	12	14
52	C=CCn1cnc2sc(-c3ccccc3)cc2c1=O	.	2
53	O=C(Nc1ccc2c(c1)OCCO2)c1noc2c1CCCC2	-2	-1
54	O=C(c1cccn2c(=O)c3sccc3nc12)N1CCN(Cc2ccc3c(c2)OCO3)CC1	8	3
55	CCCCCCN1C[C@H](n2cc(COC(=O)c3ccccc3)nn2)[C@@H](O)C[C@@H]1c1ccc(Cl)cc1	32	-2
56	COc1ccccc1-c1sc2ccccc2c1-c1cnc(N2CCOCC2)nc1	-34	-8
57	O=[N+]([O-])c1ccccc1S(=O)(=O)N1CCN(Cc2ccc(F)cc2)CC1	9	-2
58	Cc1ccc(S(=O)(=O)N2CCCN(S(=O)(=O)c3ccccc3Br)CC2)cc1	-13	1
59	c1ccc(-c2cn(-c3ccccc3)c3ncnc(NCc4cccnc4)c23)cc1	43	-9
60	Cn1ccnc1Sc1nc(Nc2cccc(Cl)c2)nc(N2CCOCC2)n1	40	42
61	Cc1ccccc1C(=O)N1CCCC1c1nc(-c2ccccc2C)no1 (stereo not drawn)	2	1
62	CCOc1ccc(NC(=O)N2CC3CC2CC3NC(=O)c2ccccc2)cc1 (stereo not drawn)	6	-1
63	Cc1ccc(C)c(CN2CC(c3nc(C4CC4)no3)C2)c1	-2	-1
64	Cc1ccccc1CN1N=C(C(=O)N2CCCC2)S(=O)(=O)c2ccccc21	6	-3
65	Cc1cccc(NC(=O)C2CCCN(c3ncnc4c3nc3n4CCCCC3)C2)n1 (stereo not drawn)	2	3
66	CCc1ccc(C2NC(=O)c3ccccc3O2)cc1 (stereo not drawn)	10	-4
67	O=C1CN(C(=O)c2cc(-c3ccco3)on2)c2ccccc2N1	-9	-1
68	O=C(Nc1c(-c2ccccc2)nc2ccccn12)c1ccc([N+](=O)[O-])cc1	10	-5
69	Nc1nc(Cl)nc2c1ncn2[C@@H]1O[C@H](CO)[C@H](O)C1O (stereo partly drawn)	.	2
70	O=S(=O)(Nc1ccc(O)c(NS(=O)(=O)c2ccccc2)c1)c1ccccc1	2	-7
71	CC(=O)N1CCc2cc(Br)cc(S(=O)(=O)CCC(=O)NCc3cccs3)c21	-2	0
72	Cc1ccc(C(O)=C2C(=O)C(=O)N(CCCn3ccnc3)C2c2cccc([N+](=O)[O-])c2)cc1 (stereo not drawn)	4	11
73	COc1ccc(C(=O)NC2CC(O)C(CO)C2)c(OC)c1 (stereo not drawn)	-11	-5
74	Cc1nnc(NC(=O)c2cn(-c3ccccc3)nc2-c2ccccc2)s1	-7	-3
75	C#CCSc1nc(N)c(C#N)c(-c2cccc(Cl)c2)c1C#N	-33	0
76	COCc1cc(C)nc2sc3c(=O)oc(-c4ccco4)nc3c12	4	-3
77	Cc1cccc(-c2nc3ccccc3c3nncn23)c1	-2	-10
78	Cc1cccc(NC(=O)C2CCc3nc(N4CCN(C(=O)C(C)C)CC4)sc3C2)c1C (stereo not drawn)	36	-8
79	CCCN(CCC)C(=O)c1c[nH]c2ccc(S(=O)(=O)N(C)c3ccc(F)cc3)cc2c1=O	18	-6
80	Cc1sc2ncn(-c3ccc(Cl)cc3)c(=O)c2c1C	0	3

Part of the list above in order of heavy-atom count, smallest number first.
entry	Structure	mHTT-CaM PPI inh	Pf apPOL inh
63	Cc1ccc(C)c(CN2CC(c3nc(C4CC4)no3)C2)c1	-2	-1
5	CCC(=NCCc1ccc(OC)c(OC)c1)C1=C(O)CC(C)(C)CC1=O	-6	3
56	COc1ccccc1-c1sc2ccccc2c1-c1cnc(N2CCOCC2)nc1	-34	-8
45	O=C(Nc1ccccc1C(F)(F)F)N1CCc2nc(-c3ccc(F)cc3)ncc2C1	4	2

The list continues.
entry	Structure	mHTT-CaM PPI inh	Pf apPOL inh
81	O=C(CSc1nnnn1Cc1ccccc1)N1CCN(c2ccccc2)CC1	5	1
82	c1ccc2c(c1)CC1OC(CC3=NC4c5ccccc5CC4O3)=NC21 (stereo not drawn)	.	-35
83	CCCCCC(=O)N1CCc2[nH]nc(C(=O)N3CCCC3)c2C1	-5	-3
84	CSc1cccc(NC2OC(=O)c3ccccc32)c1 (stereo not drawn)	.	-7
85	Cc1cccc(-c2noc(C3CCCN3C(=O)CCC3CCCC3)n2)c1 (stereo not drawn)	-10	-5
86	Cc1ccccc1CN1Cc2cccc3c2[C@H](C=CC3)CC1=O	100*	-3
87	CCCCC(=O)Nc1ccc(Br)cc1C	-2	-4
88	CC(C)(CO)NC12CC3CC(CC(C3)C1)C2	2	-2
89	CCOc1ccc(C(=O)NCC2Cc3cc(F)ccc3O2)cc1 (stereo not drawn)	-6	-2
90	C=C(C)COc1cc2c(-c3cc4ccccc4o3)cc(=O)oc2cc1C	-4	2
91	N#CC1=C(N)N(c2c(F)cccc2F)C2=C(C(=O)CCC2)C1c1ccccc1 (stereo not drawn)	1	-2
92	COc1ccccc1N(CC(=O)NCc1ccccn1)S(C)(=O)=O	7&5	-5&-23
93	CCCCN1C(=O)C(CC(=O)NCC(C)C)Sc2ncccc21 (stereo not drawn)	-11	-5
94	COc1ccc(CCNC(=O)Cc2nn(C)c(=O)c3ccccc23)cc1OC	-2	-12
95	COc1ccc2oc(=Nc3ccccc3C)c(C(N)=O)cc2c1	6	7
96	Cc1ccc2nc(NC(=O)c3ccc(NS(=O)(=O)c4cccs4)cc3)sc2c1	24	-2
97	O=C(Nc1nccs1)C1CCN(C(=O)c2cccc(-n3cnnn3)c2)CC1	-6	-5
98	COCC(C)NC(=O)C(=O)NCc1ccccc1Cl (stereo not drawn)	-15	-7
99	Fc1ccc(Cc2nc(-c3cccc(-c4ccn[nH]4)c3)no2)cc1	27	4
100	CCSc1c(C(C)C)cnc2c1c(=O)n(C)c(=O)n2C	-4	0
101	O=C(Nc1ccccc1)/C(=C\c1ccc([N+](=O)[O-])cc1)NC(=O)c1ccco1	1	-6
102	CC1=C(C#N)C(=O)NC(=O)/C1=C\c1ccc(-c2cc(C)c(C)cc2[N+](=O)[O-])o1	41	-3
103	CCC(=O)NCCc1csc(C2CCN(C(=O)c3c(F)cccc3Cl)CC2)n1	0	-2
104	CCCc1cc(=O)[nH]c(SCc2cccc(C)c2)n1	-6	-10
105	O=c1[nH]c2cc(C(F)(F)F)ccc2n1-c1cc(C(F)(F)F)ccc1O	.	10
106	COC(=O)[C@H](CC(C)C)N1Cc2nnn(Cc3ccccc3)c2-c2cc(F)ccc2S1(=O)=O	-2	-7
107	CC(=NO)C(C)(C)Nc1ccc(Cl)cc1	.	-4
108	Cn1c(=O)c2c(nc(Oc3ccc(Cl)cc3)n2Cc2ccccc2F)n(C)c1=O	0	1
109	O=C(CCS(=O)(=O)c1ccc(Br)s1)NC1CCCc2ccccc21 (stereo not drawn)	-3	-4
110	Cn1cnnc1Sc1nc2c(c(=O)n(C)c(=O)n2C)n1Cc1ccc(Cl)cc1Cl	5	-12

Brought forward from above: 3 entries, followed by the next part.
entry	Structure	mHTT-CaM PPI inh	Pf apPOL inh
108	Cn1c(=O)c2c(nc(Oc3ccc(Cl)cc3)n2Cc2ccccc2F)n(C)c1=O	0	1
109	O=C(CCS(=O)(=O)c1ccc(Br)s1)NC1CCCc2ccccc21 (stereo not drawn)	-3	-4
110	Cn1cnnc1Sc1nc2c(c(=O)n(C)c(=O)n2C)n1Cc1ccc(Cl)cc1Cl	5	-12
111	c1ccc2c(c1)OCC(CNc1ncnc3nc[nH]c13)O2 (stereo not drawn)	-10	-3
112	COc1ccc(NC(=O)Cn2c(C)nc3sc4c(c3c2=O)CCCC4)cc1Cl	5	-5
113	COCCN1CCC(N2CCCN(C(=O)Nc3ccc(C)c(C)c3)CC2)C1=O (stereo not drawn)	9	2
114	O=C(COc1ccc2c(=O)c(-c3ccccc3)coc2c1)c1ccc(F)cc1	-9	-4
115	Cc1ccc(NC(=O)CSc2nc3c(c(=O)n(C)c(=O)n3C)n2C)cc1C	-8	-9

Assay outcomes (PubChem BioAssay)
